Screening results (PubChem BioAssay)
Rhodamine autofl: qHTS Assay for Spectroscopic Profiling in Rhodamine Spectral Region. Rhodamine-region fluorescence, 547/598 nm, Tris buffer; active compounds read high. max dye-equivalent concentration, M. 59,000 tested, 0.05% active; in the data active = max dye-equivalent concentration above about 11 nM; inconclusive = between about 1.1 nM and that limit
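Compound fluorescence in 100 mM Tris, pH 8.0, read after 15 min at room temperature with 547 nm excitation and 598 nm emission. Output is dye-equivalent concentration from an on-plate rhodamine standard series.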
Pol III holo inh: qHTS Assay for Inhibitors of DNA Polymerase III Holoenzyme System. reconstituted DNA polymerase III holoenzyme replication, biochemical. Potency, µM (series often up to 57.1 µM), for inactives: top-dose activity change, negative = inhibition. 71,000 tested, 0.25% active; note: potency is the fitted concentration of half-maximal effect; % is set by controls: 0 for no effect and ±100 for the full control effect
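Reconstituted *E. coli* holoenzyme (0.35 nM Pol III, 1 nM beta, 154 nM SSB, 2 nM primase) was preincubated with compound for 15 min at RT. Synthesis on 1.4 nM ssM13Gori ran 35 min, then was stopped with PicoGreen/EDTA and read as dsDNA fluorescence.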
CRE-bla Fsk: Cell signaling CRE-BLA (Fsk stim); CHO CRE-bla reporter (cAMP response element driving beta-lactamase), forskolin EC10, beta-lactamase ratio; Potency, µM (doses to about 38.2 µM), without a hit: at the highest dose activity change, negative = inhibition, actives largely listed as activators; 71,000 tested, 2.5% active; active = well fitted activation curve with a large enough effect in the signal ratio, with a control signal flat, not every such curve was filed as active; inconclusive = small, poorly fitted or top-dose-only effect, or effect the other way, or a change in a side signal; the % refers to the signal ratio; note: potency is the fitted concentration of half-maximal effect; % of control where 0% means no effect
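Cells were plated overnight at 37 °C, exposed to compound titrations plus EC10 NKH 477 for 3 h, then given CCF4 dye for 2 h at room temperature. Blue/green (460/530 nm) ratio was converted to %Activity and AC50 values calculated.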
HBB splice mod: qHTS Assay for Modulators of Hemoglobin Beta Chain Splicing; HBB splicing reporter cell assay, activation; EGFP reporter with mutant IVS2-654 intron; response scale: normalised to 500 nM splice-correcting PNA; Potency, µM (highest dose often 46.1 µM), without a hit: at the highest dose activation, usual class: activators; 65,000 tested, 0.06% active; AID 925, 2007; note: potency is the fitted concentration of half-maximal effect; 0% is about no effect
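Compounds were applied for 2 days to HeLa EGFP-654 cells, 500/well in Optimem with 2% FCS. The reporter's EGFP is disrupted by mis-splicing of beta-globin intron IVS2-654. Readout: summed well GFP fluorescence from 488 nm laser scanning; reference was 500 nM antisense […] 654 PNA.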
FLuc inh: qHTS Assay for Inhibitors of Firefly Luciferase; 72,000 tested, 2.2% active; Potency, µM (highest dose often 57.1 µM), for the others: at the top dose activity change, negative = inhibition, usual class: inhibitors; purified firefly luciferase, luminescence, 8 min; Luciferin 4-monooxygenase (Photinus pyralis), P08659; note: potency is the fitted concentration of half-maximal effect; % is set by controls: 0 for no effect and ±100 for the full control effect; nearly all actives have a fitted effect of over 40% in size
Target sequence (P08659 whole entry, looked up): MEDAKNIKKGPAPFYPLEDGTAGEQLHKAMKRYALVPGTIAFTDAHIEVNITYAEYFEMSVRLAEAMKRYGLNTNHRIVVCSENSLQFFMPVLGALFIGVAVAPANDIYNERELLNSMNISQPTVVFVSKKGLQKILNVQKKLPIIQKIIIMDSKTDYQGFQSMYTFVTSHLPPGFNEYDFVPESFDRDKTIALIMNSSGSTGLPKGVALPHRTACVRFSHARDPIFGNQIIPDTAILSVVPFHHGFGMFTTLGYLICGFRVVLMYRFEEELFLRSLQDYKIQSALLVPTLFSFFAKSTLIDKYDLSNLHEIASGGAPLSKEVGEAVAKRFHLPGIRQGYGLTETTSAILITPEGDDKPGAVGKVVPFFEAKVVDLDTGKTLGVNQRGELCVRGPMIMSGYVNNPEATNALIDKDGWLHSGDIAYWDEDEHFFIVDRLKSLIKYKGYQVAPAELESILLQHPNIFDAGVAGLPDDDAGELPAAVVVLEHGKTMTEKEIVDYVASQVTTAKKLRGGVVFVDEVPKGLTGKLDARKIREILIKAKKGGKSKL
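Titration-based qHTS; buffer 50 mM imidazole pH 7.2, 50 mM KCl, 7 mM MgCl2, 10 uM ATP, 0.01% Tween 20, 0.05% BSA; luciferase/luciferin detector mix added after compound; 8 min, ambient; luminescence.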
ERK AVP inh: qHTS Assay for Inhibitors of the ERK Signaling Pathway using a Homogeneous Screening Assay | HEK293-V1b, vasopressin-stimulated pERK AlphaScreen | Potency, µM (titrated, usually from 57.5 µM), for the others: at the top dose activity, negative = inhibition, actives largely listed as inhibitors | 72,000 tested, 0.99% active | AID 995, 2007; note: potency is the fitted concentration of half-maximal effect; % is set by controls: 0 for no effect and ±100 for the full control effect; nearly all actives have a fitted effect of over 55% in size
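V1b-HEK293 cells; cpd 30 min 37C; 25 nM vasopressin 5 min; lyse 10 min; AlphaScreen beads 5 hr RT. Normalized to DMSO basal and 25 nM vasopressin; AC50 by Hill fit.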
15-hLO inh: qHTS Assay for Inhibitors of 15-hLO (15-human lipoxygenase). Polyunsaturated fatty acid lipoxygenase ALOX15 (Homo sapiens), P16050. purified 15hLO-1, xylenol orange hydroperoxide absorbance. Potency, µM (highest dose often 57.1 µM), for inactives: at the top dose activity change, negative = inhibition, actives largely listed as inhibitors. 74,000 tested, 1.4% active; note: potency is the fitted concentration of half-maximal effect; % is set by controls: 0 for no effect and ±100 for the full control effect; nearly all actives have a fitted effect of over 55% in size
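Quantitative HTS in 25 mM Hepes pH 7.5 containing 0.01% Triton X-100: human 15hLO-1 at 40 nM, arachidonic acid at 50 uM, 6 min turnover. Product quantified via ferrous oxidation/xylenol orange, 573:405 nm absorbance ratio.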
HADH2 inhib: qHTS Assay for Inhibitors of HADH2 (Hydroxyacyl-Coenzyme A Dehydrogenase, Type II). 73,000 tested, 3.4% active. Potency, µM (doses to about 57.1 µM), for the others: at the highest dose activity change, negative = inhibition, hits mostly inhibitors. recombinant HADH2, NADH fluorescence, beta-hydroxybutyryl-CoA; note: potency is the fitted concentration of half-maximal effect; % is set by controls: 0 for no effect and ±100 for the full control effect; nearly all actives have a fitted effect of over 60% in size; many of its hits are not listed in these tables
Target sequence (Q99714 whole entry, looked up, one chain of several): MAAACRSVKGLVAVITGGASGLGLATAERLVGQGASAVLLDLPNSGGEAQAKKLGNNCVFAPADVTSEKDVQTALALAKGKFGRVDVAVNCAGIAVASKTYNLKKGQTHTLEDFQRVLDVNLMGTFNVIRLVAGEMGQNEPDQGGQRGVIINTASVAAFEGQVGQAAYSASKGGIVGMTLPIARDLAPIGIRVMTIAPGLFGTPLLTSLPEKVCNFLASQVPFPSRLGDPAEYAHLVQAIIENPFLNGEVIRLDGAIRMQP
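NADH fluorescence (ex 360/em 450 nm) read every 30 s for 4 min; activity taken as last-minus-first time point difference. Enzyme 20 nM, NAD+ 1 mM, beta-hydroxybutyryl-CoA 90 uM, pH 9.0 Tris buffer.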
Hsp90 Hop PPI: qHTS Assay for Disrupters of an Hsp90 Co-Chaperone Interaction; 71,000 tested, 0.44% active; AID 595, 2007; AlphaScreen TPR2A-His6 binding biotin-Hsp90 C-terminal peptide; Hsp90 C-terminal peptide / TPR2A (Hop) interaction, human; Potency, µM (doses to about 57 µM), inactives show at the highest dose activity change, negative = inhibition; active = well fitted curve in either direction with a large enough effect; inconclusive = small, poorly fitted or top-dose-only effect, or another doubt; note: potency is the fitted concentration of half-maximal effect; % is set by controls: 0 for no effect and ±100 for the full control effect; many of its hits are not listed in these tables
Tau filament bind: qHTS Assay for Tau Filament Binding; recombinant tau filaments, thioflavin S fluorescence, 15 h; filaments grown with octadecylsulfate alongside compound; 71,000 tested, 2% active; AID 596, 2007; Potency, µM (highest dose often 57.1 µM), for the others: top-dose activity change, negative = inhibition;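 note: potency is the fitted concentration of half-maximal effect; % is set by controls: 0 for no effect and ±100 for the full control effect; actives lower thioflavin S fluorescence by blocking filaments or displacing dye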
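ThS-based fibril read: tau 1 uM final, inducer ODS 30 uM final, 37 C for 15 h, ex 450/em 510 nm.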
Texas Red fluor: qHTS Assay for Spectroscopic Profiling in Texas Red Spectral Region. max dye-equivalent concentration, M. 59,000 tested, 0.06% active. Compound fluorescence, Texas Red channel, 547/618 nm; active compounds read high; in the data active = max dye-equivalent concentration above about 10 nM; inconclusive = between about 1.1 nM and that limit
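Dye-equivalent concentrations come from scaling compound signal (ex 547, em 618 nm) to six Texas Red standard concentrations run on every plate, after 15 min room-temperature incubation in pH 8.0 Tris (100 mM).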
Active calls of the source: *; i = inactive; ? = inconclusive; / = not tested or not shown; [ ] = another dose, or the depositor's remark. Unless noted, calls come from the whole dose curve; as a rule, active = well fitted curve in the direction sought with a large enough effect; inconclusive = small, poorly fitted or top-dose-only effect, or another doubt; inactive = no such curve, though single readings can be large; an effect the other way counts as inactive or inconclusive. This is a subset (hit frequency here may not be typical).

SMILES	Rhodamine autofl	Pol III holo inh	CRE-bla Fsk	HBB splice mod	FLuc inh	ERK AVP inh	15-hLO inh	HADH2 inhib	Hsp90 Hop PPI	Tau filament bind	Texas Red fluor
CS(=O)(=O)Nc1ccccc1C(=O)c1ccccc1	i	0%	18%	0.2%	1%	-26%	4%	1%	-1%	-9%	i
COc1ccccc1N1CCN(C(=O)c2ccc3nc(-c4ccco4)c(-c4ccco4)nc3c2)CC1	i	-5%	?	0.9%[57.5 µM]	-5%	16µM*	20µM*	?	-19%	3.2µM*	i
CCC(=O)N1CCN(c2ccc(Cl)cc2NC(=O)c2ccc(Br)o2)CC1	i	-9%	1%	-2.8%	5%	-20%	-6%	-3%	17%	24%	i
CCOC(=O)c1cccc(NC(=O)CCn2nnc3ccccc32)c1	i	0%	8%	5.5%	0%	?	-11%	-3%	-1%	-6%	i
COc1ccc(CNC(=O)C(c2cccs2)N(C(=O)c2csnn2)C2CC2)cc1 (stereo not given)	i	-8%	?	-0.1%[57.5 µM]	-2%	-12%	-9%	-11%	-2%	-26%	i
O=C(CCCCCn1c(=S)[nH]c2cc3c(cc2c1=O)OCO3)N1CCN(C(=O)c2ccco2)CC1	i	?	-13%	-1.7%[0.369 µM]	-2%	-9%	-5%	-6%	0%	241%	i
CCOC(=O)C1=C(C)N(C)C(C)=C(C(=O)OCC)C1c1ccccn1	/	1%	6%	-1.6%	1%	2%	5%	0%	0%	14%	/
Cc1c(C(=O)Nc2cccc3cccnc23)oc2ccccc12	i	0%	-5%	/	1%	-13%	-5%	?	4%	5%	i
O=C(O)c1cc(-c2ccc3c(c2)OCO3)nc2ccccc12	i	-2%	-8%	0.7%	-27%	-11%	-8%	-14%	-2%	4%	i
COC(=O)CSc1nsc(SCC(=O)OC)c1C#N	i	2%	-6%	-0.7%	0%	16µM*	-3%	?	4%	-1%	?

Results in ERK AVP inh, for some of the entries so far:
compound,ERK AVP inh
COc1ccccc1N1CCN(C(=O)c2ccc3nc(-c4ccco4)c(-c4ccco4)nc3c2)CC1,16µM*
CCC(=O)N1CCN(c2ccc(Cl)cc2NC(=O)c2ccc(Br)o2)CC1,-20%
CCOC(=O)c1cccc(NC(=O)CCn2nnc3ccccc32)c1,?
COc1ccc(CNC(=O)C(c2cccs2)N(C(=O)c2csnn2)C2CC2)cc1 (stereo not given),-12%

Next section.
SMILES	Rhodamine autofl	Pol III holo inh	CRE-bla Fsk	HBB splice mod	FLuc inh	ERK AVP inh	15-hLO inh	HADH2 inhib	Hsp90 Hop PPI	Tau filament bind	Texas Red fluor
CCCCn1c(Oc2ccc(C(=O)OC)cc2)nc2c1c(=O)n(C)c(=O)n2C	/	-5%[11.4 µM]	?	-1.3%[0.0738 µM]	2%	27%	15%[11.4 µM]	4%[11.4 µM]	-5%[11 µM]	32%[11.4 µM]	/
CC(C)CC(c1nnnn1CC1CCCO1)N1CCN(C2CCCC2)CC1 (stereo not given)	i	-6%	2%	-0.1%[57.5 µM]	-2%	8%	9%	17%	-2%	1%	i
CC(C)C(NCc1c(Cl)cccc1Cl)C(=O)O (stereo not given)	i	-3%	5%	-0.6%[57.5 µM]	5%	-3%	3%	-10%	-2%	-8%	?
O=C(Cn1c(S(=O)(=O)Cc2ccccc2)nc2ccccc21)N1CCCCC1	/	0%	-3%	-0.5%	-3%	-2%	1%	1%	2%	10%	/
COc1ccc(C(=O)N2CCOCC2)cc1Br	i	-4%	24%	0.3%	1%	-22%	0%	-8%	0%	-5%	i
CCN(CC)S(=O)(=O)c1ccc2c(c1)c(=O)c(C(=O)NCCN(C)CCc1ccccc1)cn2C	i	-9%	?	5.2%	2%	11%	-6%	-10%	?	13%	i
O=C1CN(C(=O)OCc2ccccc2)c2ccccc2N1	i	-2%	8%	-2.6%	-3%	?	-6%	8%	-3%	-1%	i
Cc1cccc(N(CC(=O)NCc2ccco2)C(=O)CCC(=O)Nc2ccccn2)c1	i	-2%	-3%	/	-1%	16%[11.5 µM]	-6%	1%	-3%	-6%	i
CCN(CC)C(=O)CSc1ccccc1N	/	-4%	-10%	2.2%[9.22 µM]	-1%	35%[activator]	-15%	?	-3%	-6%	/
COc1ccccc1NC1=C(C)C(=O)CC1	/	-3%	-5%	0.2%	-3%	-25%	7%	-1%	-6%	-5%	/
CN1CCN(C(=O)c2cc(-c3cccc(Cl)c3)on2)CC1	i	4%	14%	-0.9%	-4%	-7%	-2%	5%	-2%	11%	i
O=C(Nc1ccc2ccccc2c1)[C@@H]1C[C@H]1[C@@H](NP(=O)(c1ccccc1)c1ccccc1)c1ccccc1	/	-6%	?	-1.1%	/	-14%	/	4%	-17%	-2%	/
CCC(=O)Oc1ccc2c(C)cc(=O)oc2c1C	/	-7%	?	-0.1%[9.22 µM]	-3%	?	-1%	i	1%	20%	/
C[C@H]1C[C@H]2[C@H]3CCC4=CC(=O)C=C[C@@]4(C)[C@]3(F)[C@H](O)C[C@]2(C)[C@@]1(O)C(=O)COP(=O)(O)O	i	-6%[11.4 µM]	-2%[7.6 µM]	1.0%[9.22 µM]	1%[11.4 µM]	/	17%[11.4 µM]	3%[11.4 µM]	2%[11 µM]	-1%[11.4 µM]	i
CN(CCc1ccccn1)C(=O)CN(C)S(=O)(=O)c1ccc2c(c1)c(=O)n(C)c(=O)n2C	i	8%	1%	-1.2%[0.369 µM]	-1%	-7%	6%	1%	-3%	-2%	?
c1ccc(Cn2c(SCCN3CCOCC3)nnc2-c2cccnc2)cc1	i	-7%	3%	/	2%	13%	-8%	-16%	0%	-5%	i
O=C(O)c1cc(=O)[nH]c(=O)[nH]1	/	?	4%	1.1%	/	-1%	0%	-9%	0%	-15%	/
CC(C)[C@H](NC(=O)OC(C)(C)C)c1nnc(SCc2cccc(F)c2)o1	i	0%	6%	2.6%[1.84 µM]	-1%	-12%	0%	-8%	9%	-24%	?
CCc1nnc(NC(=O)CSc2nnc(-c3ccccc3O)n2-c2ccc(C)cc2)s1	i	-4%	-2%	/	3%	?	-9%	-6%	-3%	112%	i
c1ccc(N2CCN(c3c4c(nc5ncnn35)CCC4)CC2)cc1	i	-13%	12%	/	2%	9%	-2%	-4%	-4%	-1%	i
Cc1ccc(N(C(C)C(=O)O)S(=O)(=O)c2c(C)n[nH]c2C)cc1 (stereo not given)	i	-2%	19%	1.0%	0%	-6%	1%	-4%	3%	-7%	i
Cc1csc(NC(=O)Cn2cnnn2)n1	i	0%	-11%	-4.2%	1%	-5%	13%	2%	-3%	6%	i
NC(=O)c1nnn(Cc2cc(Cl)c(C(=O)c3ccc(Cl)cc3)c(Cl)c2)c1N	i	7%[11.4 µM]	25%[7.6 µM]	4.6%[9.22 µM]	4%[11.4 µM]	-5%[11.5 µM]	8%[11.4 µM]	11%[11.4 µM]	-5%[11 µM]	2%[11.4 µM]	i
Cc1ccc2c(c1)cc(CN(Cc1ccc3c(c1)OCO3)S(=O)(=O)c1ccccc1)c1nnnn12	i	-5%	-6%	-0.1%[57.5 µM]	1%	-10%	7%	?	3%	5%	i
COc1ccc(Cc2nnc(-c3cccc(C)c3)o2)cc1OC	/	-1%	?	-1.3%	-3%	-18%	-4%	2%	5%	-3%	/
COC(=O)c1ccc2c(=O)sc(N3CCC(C(N)=O)CC3)nc2c1	i	0%	?	-2.8%	1%	13%	-13%	-15%	5%	147%	i
